Compound activity from PubChem.
LMPTP inh: LMPTP phosphatase inhibitors, primary screen, biochemical, fluorescence intensity, uHTS | recombinant LMPTP-A, OMFP fluorogenic substrate | inhibition, % at 20 µM | 0.22% of 360,000 active | AID 651560, 2012;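 active = compounds that cut the enzyme signal by at least half of the control window in the single-dose screen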;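 also: plate controls were DMSO wells with enzyme plus substrate for no effect and substrate without enzyme for full effect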
Target sequence (P24666 whole entry, looked up): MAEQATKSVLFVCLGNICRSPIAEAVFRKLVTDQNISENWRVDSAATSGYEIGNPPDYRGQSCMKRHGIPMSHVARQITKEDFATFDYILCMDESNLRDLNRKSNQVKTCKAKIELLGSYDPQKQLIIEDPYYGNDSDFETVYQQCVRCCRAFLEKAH
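Test system – LMPTP-A phosphatase enzyme · Quantity – 0.625 nM LMPTP-A final · Reagent – OMFP substrate, 400 µM final · Dosing – one test concentration per compound, 20 µM, with 3% DMSO overall · Timing – 50 min enzyme reaction at room temperature, protected from light · Detection – fluorescence intensity · Controls – substrate-only low control, DMSO enzyme-plus-substrate high control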
Scp-1 inhibitor: Scp-1 phosphatase inhibitors, primary screen, biochemical, colorimetric, uHTS. Recombinant Scp1, phosphopeptide, malachite green phosphate absorbance. AID 493091, 2011. inhibition, % at 20 µM. 0.88% of 340,000 active. Carboxy-terminal domain RNA polymerase II polypeptide A small phosphatase 1 (Homo …;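 active = inhibition above about 50% at 20 µM, limit read from the data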;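 also: plate controls were DMSO wells with enzyme for no effect and wells lacking enzyme for full effect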
Target sequence (Q9GZU7 76-261 limits assumed): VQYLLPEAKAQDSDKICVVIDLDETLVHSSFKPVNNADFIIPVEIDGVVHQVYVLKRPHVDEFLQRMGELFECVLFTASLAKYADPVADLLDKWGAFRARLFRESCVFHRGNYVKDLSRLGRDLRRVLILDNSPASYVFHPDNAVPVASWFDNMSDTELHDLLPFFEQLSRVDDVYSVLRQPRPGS
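Material – SCP-1 phosphatase catalytic domain, residues 76-261 · Buffer or medium – Acidic Tris acetate buffer with magnesium and detergent · Also added – Phospho 17-mer peptide substrate · Compound – single 20 µM dose, 1% DMSO · Times – 45 min room-temperature reaction, 5 min colour, 30 min stabiliser · Technique – Phosphate-binding colour reagent, absorbance read at 630 nm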
Tb MetRS inh: T. brucei MetRS inhibitors, primary screen, biochemical, luminescence | methionyl-tRNA synthetase (Trypanosoma brucei brucei) | purified T. brucei MetRS, ATP depletion, Kinase-Glo luminescence | inhibition, % at 11.9 µM | 0.4% of 360,000 active | AID 624268, 2012;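 active = inhibition above a per-plate cutoff of the control wells' mean inhibition plus 3 SD, cut at about 5.5% in these data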;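 also: 0% = DMSO wells median and 100% = median of wells with control inhibitor compound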
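Dosing: 11.9 µM single point; system: parasite MetRS enzyme; technique: luminescence of leftover ATP; times: 15 min enzyme-compound preincubation, 2 h reaction, 10 min detection, 25 °C; replicates: each compound tested once; read-out basis: percent inhibition relative to median high and low control wells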
MsrA act: bovine MsrA enzyme activators, primary screen, biochemical, absorbance, HTS; Methionine sulfoxide reductase A (Bos taurus); purified bovine MsrA, absorbance read-out; activation, % at 10.6 µM; 0.3% of 360,000 active; AID 602163, 2012; in the data active = activation above about 7.5%;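 also: 0% = vehicle and 100% = reference activator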
SUMO1-SIM PPI: modulators of SUMO1 protein-protein interactions, primary screen, biochemical, uHTS; inhibition, % at 20 µM; SUMO1 binding to a labelled peptide, TR-FRET, 1 h; 0.33% of 360,000 active; Small ubiquitin-related modifier 1 (Homo sapiens), P63165; in the data active = inhibition above about 37%
Target sequence (P63165 whole entry, looked up): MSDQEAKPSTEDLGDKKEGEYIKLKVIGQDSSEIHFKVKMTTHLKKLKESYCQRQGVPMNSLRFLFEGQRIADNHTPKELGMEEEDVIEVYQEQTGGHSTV
eLon inh: inhibitors of E. coli Lon protease, primary screen, biochemical, fluorescence polarization; inhibition, % at 7.94 µM; purified E. coli Lon protease; P0A9M0; 0.42% of 360,000 active; AID 602123, 2011; in the data active = inhibition above about 13%, passing the limit was not always enough;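 also: 0% = enzyme with probe and DMSO and 100% = no enzyme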
DNMT1 inh: human DNMT1 methyltransferase inhibitors, primary screen, biochemical, molecular beacon, fluorescence, HinP1I cleavage, uHTS | DNA (cytosine-5)-methyltransferase 1 (Homo sapiens), P26358 | inhibition (reported as % activation of signal), % at 10 µM | 0.83% of 360,000 active | AID 588458, 2011; in the data active = inhibition above about 50%
CendR NRP1 mod: modulators of CendR peptide binding to NRP-1, primary screen, biochemical, fluorescence polarization, uHTS; inhibition, % at 25 µM; FAM-RPARPAR peptide binding to NRP-1; 0.85% of 360,000 active; AID 602438, 2012; Neuropilin-1 (Homo sapiens), O14786;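 active = inhibition or corrected inhibition above about 18%, plus a signal ratio from 0.5 to 1.5, limit read from the data, passing the limit was not always enough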; also: strong numbers were not always called active
STEP block: STEP phosphatase inhibitors, primary screen, biochemical, fluorescence intensity, uHTS; AID 588621, 2011; recombinant STEP, OMFP fluorogenic substrate; inhibition, % at 20 µM; 0.25% of 360,000 active;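 active = inhibition at 20 µM, scaled per plate between control wells, above about 37%, limit read from the data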;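 also: 0% = DMSO with enzyme and substrate and 100% = substrate only without enzyme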
Target sequence (P54829 whole entry, looked up): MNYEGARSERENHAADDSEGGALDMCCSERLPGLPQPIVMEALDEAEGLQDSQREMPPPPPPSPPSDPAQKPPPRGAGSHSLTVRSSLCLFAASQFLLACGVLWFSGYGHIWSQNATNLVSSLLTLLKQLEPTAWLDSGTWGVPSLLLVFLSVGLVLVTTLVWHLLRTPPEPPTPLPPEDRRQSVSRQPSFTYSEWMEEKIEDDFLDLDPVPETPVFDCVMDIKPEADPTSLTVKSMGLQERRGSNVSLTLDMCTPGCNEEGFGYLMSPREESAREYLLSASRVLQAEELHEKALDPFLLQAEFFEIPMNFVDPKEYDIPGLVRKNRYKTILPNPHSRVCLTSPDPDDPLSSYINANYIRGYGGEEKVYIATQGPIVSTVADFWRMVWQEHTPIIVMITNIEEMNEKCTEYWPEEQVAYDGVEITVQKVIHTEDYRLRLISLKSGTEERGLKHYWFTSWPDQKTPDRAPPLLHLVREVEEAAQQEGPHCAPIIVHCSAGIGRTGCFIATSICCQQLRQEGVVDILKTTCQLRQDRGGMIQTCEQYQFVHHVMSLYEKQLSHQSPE
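System: isolated STEP enzyme; schedule: 20 min enzyme reaction at room temperature, protected from light; medium: Bis-Tris buffer pH 6.0, 2.5 mM DTT, 0.005% Tween 20; signal: fluorescence, 480/540 nm; dosing: single compound dose of 20 µM, 1% DMSO final; also added: OMFP substrate, 25 µM final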
MsrA inh: bovine MsrA enzyme inhibitors, primary screen, biochemical, absorbance, HTS; 0.75% of 360,000 active; Methionine sulfoxide reductase A (Bos taurus); purified bovine MsrA, absorbance read-out; inhibition, % at 15.5 µM; in the data active = inhibition above about 4.5%;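 also: 0% = vehicle wells with enzyme and 100% = reference inhibitor wells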
* marks the source's active call; other numbers are inactive results; . = not tested or not shown.

SMILES | LMPTP inh | Scp-1 inhibitor | Tb MetRS inh | MsrA act | SUMO1-SIM PPI | eLon inh | DNMT1 inh | CendR NRP1 mod | STEP block | MsrA inh
CC12CCCCC1=NC(c1ccc(Br)cc1)N2O (centres undefined) | -0.9 | -4 | 0.5 | -2 | -3 | -4 | 3 | 9 | 1 | -0.4
COc1ccc(C(=O)C2CCCN(CCc3ccccc3)C2)cc1OC (centres undefined) | -0.9 | . | -1.2 | -4 | -2 | -6 | 4 | 5 | 1 | 0.3
Cc1nc2ccccc2c(=O)n1-c1ccc(F)cc1 | -0.5 | -2 | -1.8 | -12 | -3 | 1 | 1 | 7 | -3 | 0.9
Fc1cccc(F)c1CN1CCN(c2ccc(Cl)cc2)CC1 | 1.8 | -12 | -1.0 | -5 | -3 | 4 | -2 | 9 | 2 | -0.4
Fc1ccccc1CCNCc1ccccc1 | 0.0 | -5 | 0.4 | -1 | -1 | -3 | 1 | -19 | 1 | -0.3
COc1ccccc1N1CCN(Cc2ccccc2F)CC1 | -1.5 | -15 | 0.0 | 3 | -2 | -3 | 2 | -4 | -1 | -0.8
Cc1cccc(N2C(=O)NC(=O)/C(=C/c3cc4c(cc3[N+](=O)[O-])OCO4)C2=O)c1 | -0.8 | 1 | -0.5 | -8 | -17 | 9 | -3 | -6 | -1 | 1.6
Clc1ccc(CNCCc2ccc3c(c2)OCO3)cc1 | -2.3 | -9 | -0.8 | 1 | -1 | 1 | -3 | -3 | -1 | -0.8
S=C1CN=C(c2ccccc2)c2cc(Cl)ccc2N1 | 0.3 | -5 | 0.0 | -4 | 0 | -10 | -1 | 0 | -4 | 1.8
CC(C)CCn1c(N)c(C(=O)NCc2cccs2)c2nc3ccccc3nc21 | 5.6 | -3 | 0.3 | -3 | 9 | -4 | -24 | 3 | -1 | .
COc1ccc(CC(C)NCCc2ccc(OC)c(OC)c2)cc1 (centres undefined) | 0.0 | -2 | -0.6 | 2 | 5 | 7 | -1 | -1 | -1 | 0.8
O=c1[nH]c(=S)[nH]c(O)c1/C=C1/C=c2ccccc2=N1 | -0.2 | 3 | -0.8 | -9 | 4 | -19 | 9 | -11 | 1 | 1.4
CC(Cc1ccccc1)NC(=O)CN1CCCC1=O (centres undefined) | -1.2 | 8 | -1.7 | -11 | -1 | -1 | 7 | 9 | -3 | 2.9
NC(=O)c1ccc(N=Cc2c(O)n(Cc3ccco3)c(=O)[nH]c2=O)cc1 | 34 | 87* | -0.3 | -5 | 99* | -38 | 62* | -54 | 32 | 3.0
OC(CNCCc1c[nH]c2ccccc12)c1ccccc1 (centres undefined) | -1.8 | -2 | -0.3 | -2 | -2 | -7 | -3 | -7 | -1 | 1.0
O=Cc1cn(Cc2ccc([N+](=O)[O-])cc2)c2ccccc12 | 1.1 | -9 | 0.3 | -2 | -23 | -29 | 0 | -19 | 0 | 0.7
CCn1cc(CN2CCCC(C(=O)c3cccc(C(F)(F)F)c3)C2)cn1 (centres undefined) | -1.8 | . | -0.7 | -3 | 3 | 0 | 7 | -14 | 5 | -1.8
CC1OC(OC2C=C3CCC4C(CCC5(C)C(c6ccc(=O)oc6)CCC45O)C3(C)CC2)C(O)C(OC2OC(CO)C(O)C(O)C2O)C1O (centres undefined) | 0.5 | -3 | -0.5 | 0 | 4 | 3 | -3 | 7 | 0 | 0.3
CN1CCN(c2cc([N+](=O)[O-])ccc2Cl)CC1 | -1.7 | -4 | -0.5 | -3 | -13 | -9 | -1 | 14 | 0 | 1.6
C=CCN1C(=O)/C(=C/c2ccc(Br)s2)C(=O)NC1=S | 5.5 | 23 | -0.4 | -6 | 25 | -88 | 34 | -134 | 7 | 0.4

An excerpt from the list above:
SMILES | LMPTP inh | Scp-1 inhibitor | Tb MetRS inh | MsrA act | SUMO1-SIM PPI | eLon inh | DNMT1 inh | CendR NRP1 mod | STEP block | MsrA inh
CC12CCCCC1=NC(c1ccc(Br)cc1)N2O (centres undefined) | -0.9 | -4 | 0.5 | -2 | -3 | -4 | 3 | 9 | 1 | -0.4
COc1ccc(C(=O)C2CCCN(CCc3ccccc3)C2)cc1OC (centres undefined) | -0.9 | . | -1.2 | -4 | -2 | -6 | 4 | 5 | 1 | 0.3

The list continues.
SMILES | LMPTP inh | Scp-1 inhibitor | Tb MetRS inh | MsrA act | SUMO1-SIM PPI | eLon inh | DNMT1 inh | CendR NRP1 mod | STEP block | MsrA inh
CN1CCc2c(C#N)c(Cl)nc(Cl)c2C1 | -0.8 | 3 | -1.3 | -14 | 3 | -5 | 1 | -18 | -5 | 2.7
CCCC1=C(C(=O)OCC)C2(C(=O)Nc3ccccc32)C(C#N)=C(N)O1 (centres undefined) | 0.1 | 19 | 0.5 | -2 | 1 | -9 | 1 | 2 | 3 | 0.6
CC(=O)N1CN(C(C)=O)CN(C(C)=O)C1 | -0.9 | 4 | -1.5 | -10 | -5 | -1 | 3 | -12 | -2 | -1.2
COc1cc(CN2CCN(C(=O)COc3ccccc3)CC2)cc(OC)c1OC | -1.2 | 1 | 0.6 | -2 | 1 | -3 | 3 | -45 | -1 | 0.8
COc1ccc(CCn2c(O)c(C=NCCCO)c(=O)[nH]c2=O)cc1OC | 0.5 | 1 | 0.9 | 2 | -9 | -9 | 0 | 20 | 0 | 1.6
CC(NCc1cccc(Cl)c1Cl)C(O)c1ccccc1 (centres undefined) | -2.3 | -4 | -0.4 | 1 | 7 | -3 | 1 | -9 | -2 | 0.2
O=c1[nH]c(=O)n(-c2ccc(Br)cc2)c(O)c1C=NC(CO)(CO)CO | -2.3 | -4 | 0.3 | -4 | 1 | -11 | -3 | 1 | 2 | -0.6
CN1C(=O)C(=CN2CCN(C(=O)c3ccco3)CC2)C(=O)N(C)C1=S | -3.0 | -7 | -0.8 | -8 | 4 | -15 | 1 | -9 | 4 | -0.1
Cc1cc(/C=C2\C(=O)NC(=O)N(Cc3ccco3)C2=O)c(C)n1-c1ccc(C(=O)O)cc1 | 9.9 | 61* | 0.2 | -5 | 9 | -45 | 86* | -72 | 8 | -0.3
CC(=O)Nc1ccccc1C(=O)OCc1cccc(F)c1 | -0.1 | -7 | -1.0 | -10 | -2 | 4 | 7 | 16 | -3 | 1.0
CCC(=Nc1ccc2c(c1)CCC2)c1c(O)n(-c2ccc(OC)cc2)c(=O)[nH]c1=O | -0.6 | -9 | -0.5 | -7 | 2 | -1 | 0 | 0 | 0 | 0.3
O=C(c1cc(S(=O)(=O)N2CCC3(CC2)OCCO3)ccc1F)N1CCC2(CC1)OCCO2 | -0.2 | -1 | -0.6 | -1 | -2 | -10 | 1 | 0 | -1 | 0.2
CC(=O)Nc1ccc(S(=O)(=O)N2Cc3cnnn3-c3ccccc3C2C#N)cc1 (centres undefined) | -1.8 | 4 | -0.8 | -5 | -1 | -4 | -3 | -3 | -2 | 1.4
CCC(CC)NC1CCCCC1OC (centres undefined) | -2.3 | -9 | -0.2 | -2 | 3 | 2 | -1 | -10 | -1 | -0.6
COc1ccc(-c2nn(CCC#N)cc2C(=O)Nc2cccc([N+](=O)[O-])c2)cc1OC | -0.1 | -2 | -0.3 | -2 | -25 | 6 | 2 | -7 | 2 | 0.4
O=C(C[N+]12CCC(CC1)C(O)C2)c1ccc(Br)cc1 (centres undefined) | 2.8 | -4 | -1.6 | -9 | 2 | -7 | 0 | -4 | -2 | -0.7
CN1CC(C(=O)c2cccc(C(F)(F)F)c2)C(c2ccc(Cl)cc2)C1 (centres undefined) | 0.2 | -2 | -0.4 | -1 | -1 | 4 | 1 | 1 | 2 | -0.8
CCOC(=O)C1=C(C)OC(N)=C(C(=O)OCC)[C@@]12C(=O)N(CC(N)=O)c1ccccc12 | 0.4 | -10 | -0.4 | -1 | 0 | -2 | 4 | -5 | 0 | 0.6
O=C(c1ccccc1F)c1cn(Cc2ccc(F)cc2)c2ccccc12 | 4.1 | -17 | -0.3 | -2 | 5 | 10 | -2 | -4 | -1 | 1.0
C[C@]12CC[C@H](OC(=O)CCC(=O)O)CC1=CCC1C2CC[C@@]2(C)C1CC[C@@H]2OC(=O)CCC(=O)O (some centres undefined) | 1.0 | -5 | -0.5 | -5 | 31 | -6 | 0 | -29 | -3 | 0.8

Single values from above.
eLon inh with `COc1ccc(CCn2c(O)c(C=NCCCO)c(=O)[nH]c2=O)cc1OC` → -9
DNMT1 inh with `C[C@]12CC[C@H](OC(=O)CCC(=O)O)CC1=CCC1C2CC[C@@]2(C)C1CC[C@@H]2OC(=O)CCC(=O)O` (some centres undefined) → 0
Tb MetRS inh with `CN1CC(C(=O)c2cccc(C(F)(F)F)c2)C(c2ccc(Cl)cc2)C1` (centres undefined) → -0.4

Continued.
SMILES | LMPTP inh | Scp-1 inhibitor | Tb MetRS inh | MsrA act | SUMO1-SIM PPI | eLon inh | DNMT1 inh | CendR NRP1 mod | STEP block | MsrA inh
O=C1C2CCCN2C(c2ccncc2)N1c1ccc(Cl)c(Cl)c1 (centres undefined) | -0.4 | -2 | 0.0 | -2 | -1 | -1 | -5 | -1 | -3 | -0.9
O=C(c1ccc(Cl)cc1)C1CCCN(Cc2ccc3nonc3c2)C1 (centres undefined) | 0.4 | 2 | -0.8 | -5 | -22 | -7 | 1 | -4 | -1 | -0.5
COc1ccc(Cn2c(O)c(C=Nc3c(C)n(C)n(-c4ccccc4)c3=O)c(=O)[nH]c2=O)cc1 | -1.3 | -3 | -0.3 | -3 | -4 | 1 | -1 | 4 | -1 | 2.0
Cc1cc(OC(=O)N(C)C)nc(-c2ccc(C)c(Cl)c2)n1 | 0.8 | -7 | -0.2 | -4 | 1 | 14 | -1 | -9 | -2 | 2.6
COc1nc(NCC2CCCO2)nc(N2CC3CC(C2)c2cccc(=O)n2C3)n1 (centres undefined) | -0.6 | -4 | 0.0 | 1 | 0 | 2 | 2 | -14 | 0 | 1.0
CC12CN3CC(C)(CN(C1)C3c1cccs1)C2O (centres undefined) | -1.0 | -4 | -0.6 | -8 | 3 | -8 | -2 | 7 | -5 | 0.0
CCN(CCCl)Cc1ccccc1Br | -1.7 | -6 | -0.3 | -2 | 2 | 3 | 0 | -8 | 3 | -0.7
COc1ccc(C(c2nnnn2-c2ccc(OC)cc2)N2CCC3(CC2)C(=O)NCN3c2ccccc2)cc1 (centres undefined) | 7.7 | . | -0.7 | 1 | 3 | -2 | -13 | 3 | 4 | 0.8

This is a subset; rates above refer to the full screens.
